Assay outcomes from PubChem.
Tau fibril ThT = tau fibrillization inhibition (ThT binding). 270,000 compounds, 2.1% hits. Potency, µM (series often up to 57.4 µM), without a hit: top-dose activity, negative = inhibition, usual class: inhibitors. recombinant tau K18 P301L (four-repeat tau fragment), heparin-induced fibrillization, ThT fluorescence. AID 1460. P10636; note: nearly all actives have a fitted effect of over 55% in size
Target sequence (P10636 561-689 P618L limits assumed): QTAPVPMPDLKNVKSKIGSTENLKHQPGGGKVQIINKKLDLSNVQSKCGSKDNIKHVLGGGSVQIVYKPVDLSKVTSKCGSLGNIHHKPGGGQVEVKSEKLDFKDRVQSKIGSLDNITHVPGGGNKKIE
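In this qHTS, human K18 P301L tau is incubated with compound and heparin for 6 hr at 37 C, and Thioflavin T fluorescence then reports fibril load.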
RECQ1 inh = inhibitors of human RECQ1 DNA helicase; AID 2549; RECQ1 DNA unwinding, red fluorescence kinetic read; Potency, µM (top dose mostly 57.3 µM), inactives show at the top dose activity, negative = inhibition, actives largely listed as inhibitors; 240,000 compounds, 0.54% hits;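 note: plate controls were vehicle for no effect and no enzyme for full effect; nearly all actives have a fitted effect of over 30% in size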
Target sequence (P46063 whole entry, looked up): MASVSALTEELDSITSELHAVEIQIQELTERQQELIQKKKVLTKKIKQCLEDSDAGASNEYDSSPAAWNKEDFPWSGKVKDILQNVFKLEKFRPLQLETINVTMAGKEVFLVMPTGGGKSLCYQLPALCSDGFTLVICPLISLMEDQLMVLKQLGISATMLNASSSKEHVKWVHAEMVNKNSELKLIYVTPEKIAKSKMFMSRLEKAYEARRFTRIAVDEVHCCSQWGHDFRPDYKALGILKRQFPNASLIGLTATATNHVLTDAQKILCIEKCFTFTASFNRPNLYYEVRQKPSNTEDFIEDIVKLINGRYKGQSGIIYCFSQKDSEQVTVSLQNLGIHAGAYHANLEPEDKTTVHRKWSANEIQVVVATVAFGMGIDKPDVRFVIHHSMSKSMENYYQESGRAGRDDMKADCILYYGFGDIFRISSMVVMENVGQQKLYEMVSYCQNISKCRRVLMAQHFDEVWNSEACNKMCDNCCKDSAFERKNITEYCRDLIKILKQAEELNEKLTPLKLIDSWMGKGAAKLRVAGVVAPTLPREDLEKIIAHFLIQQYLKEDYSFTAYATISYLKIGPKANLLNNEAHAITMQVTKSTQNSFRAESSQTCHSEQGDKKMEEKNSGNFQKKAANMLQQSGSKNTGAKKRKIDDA
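RECQ1T1 50 nM; forked duplex (20 bp + 30-nt ss tails) 200 nM, ATP 2 mM final; pH 8.0, 2 mM MgCl2, 2.5 ug/ml poly(dI-dC); 15 min compound preincubation; discontinuous kinetic read over 2 h at RT.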
JMJD2E inh = JMJD2E (human) inhibition. B2RXH2. 230,000 compounds, 1.6% hits. Potency, µM (top dose mostly 57.1 µM), for inactives: top-dose activity change, negative = inhibition, hits mostly inhibitors. JMJD2E catalytic domain, FDH-coupled NADH fluorescence (FDH is formaldehyde dehydrogenase); active = well fitted inhibition curve with a large enough effect, not every such curve was filed as active; inconclusive = small, poorly fitted or top-dose-only effect, or another doubt; inactive = no such curve, though single readings can be large or run the other way;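 note: 0% = wells with enzyme and -100% = buffer wells without enzyme; nearly all actives have a fitted effect of over 50% in size; many of its hits are not listed in these tables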
Target sequence (B2RXH2 1-337 limits assumed): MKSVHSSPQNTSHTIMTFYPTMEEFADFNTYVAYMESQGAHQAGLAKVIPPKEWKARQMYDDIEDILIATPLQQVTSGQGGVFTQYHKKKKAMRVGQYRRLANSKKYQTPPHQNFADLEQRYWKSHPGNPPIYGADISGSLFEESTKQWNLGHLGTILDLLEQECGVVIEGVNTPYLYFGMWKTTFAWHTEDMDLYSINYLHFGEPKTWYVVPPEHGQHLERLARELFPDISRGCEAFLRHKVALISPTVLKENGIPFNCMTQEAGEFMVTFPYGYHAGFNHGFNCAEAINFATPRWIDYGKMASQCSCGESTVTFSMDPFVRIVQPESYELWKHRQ
An asterisk follows results filed as active; i = inactive; ? = inconclusive; & = joins results of further samples. Unless noted, calls come from the whole dose curve; as a rule, active = well fitted inhibition curve with a large enough effect; inconclusive = small, poorly fitted or top-dose-only effect; inactive = flat fitted curve, though single readings scatter. Unless noted, % is set by controls: 0 for no effect and ±100 for the full control effect; potency is the fitted concentration of half-maximal effect.

SMILES	Tau fibril ThT	RECQ1 inh	JMJD2E inh
COc1cc(O)c(C(CC(=O)N2CCN(c3ccccc3)CC2)c2ccc(N(C)C)cc2)c(OC)c1 (stereo not drawn)	-6%	-7%	-23%
O=C(COC(=O)c1ccc(O)cc1O)NCCN1C(=O)CSC1=O	-2%	4%	2%
NC(=O)COc1cccc(/C=N/NC(=O)c2ccc(-n3cccc3)cc2)c1	-1%	i	0%
COc1cc(OC)c2c(C)cc(=O)oc2c1C(CCN1CCN(c2ccccc2)CC1)c1ccc2c(c1)OCO2 (stereo not drawn)	-1%	i	?
COC(C[C@@H](O)C[C@@H](O)COCc1ccccc1)OC	0%	-5%	-1%
O=C(N/N=C/c1cc2ccccc2[nH]1)c1ccccc1Cl	-7%	23%	0%
O=c1cc(-c2ccc(O)cc2)oc2c(C3OCC(O)C(O)C3O)c(O)c(C3OC(CO)C(O)C(O)C3O)c(O)c12 (stereo not drawn)	0%	-15%	-27%
COc1cc(O)c(C(CCN2CCCC2)c2cc(OC)c(OC)c(OC)c2)c(OC)c1 (stereo not drawn)	3%	i	?
COCCNC(=O)c1ccc2c3n(nc2c1)-c1ccc(Cl)cc1CO3	?	-7%	?
CCCCCc1cc(=O)oc2c(C(CCN3CCCCC3)c3ccc(OC)cc3)c(OC)cc(OC)c12 (stereo not drawn)	-17%	i	?
Cc1ccc(NNC(N)=S)cc1Cl	?	-6%	1%
CC(C)[C@@H]1C=C(C(=O)O)O[C@H](OCCCCO)C1	6%	0%	?
COc1ccc(-c2ccc(N(C)C)cc2)cc1[C@H]1[C@@H]2C=CCC[C@@]2(C)C(=O)N1Cc1ccccc1	-20%	i	?
N#CCC(=O)N1CC2(CC(c3cccc(NC(=O)COc4ccc(Cl)cc4)c3)=NO2)C[C@@H]1C(N)=O (stereo partly drawn)	5%	i	4%
NC1=NC[C@H](Cc2ccc(O)cc2)N1CCc1cc(C(F)(F)F)cc(C(F)(F)F)c1	-5%	-1%	-16%
O=[N+]([O-])c1ccc2[nH]c(O)c(N=NC(=S)Nc3cccnc3)c2c1	2.2µM*	-5%	2%
CC(C)c1nc(SCC(=O)NC(=O)NC(C)(C)C)n[nH]1	-1%	i	0%
C[N+]1([O-])[C@@H]2Cc3cc4c(cc3[C@@H]1Cc1cc3c(cc12)OCO3)OCO4 (stereo partly drawn)	3%	i	-1%
CC(C)Cn1c(SCC(=O)N2CCCc3ccccc32)nc2ccccc2c1=O	0%	-21%	-1%
O=C(O)CCC1OC(=O)C(O)=C1c1ccccc1 (stereo not drawn)	6%	i	?
COc1ccc(C(=O)NNC(=O)C2CCCO2)cc1 (stereo not drawn)	-1%	-7%	-1%
Cc1cc(C)c(C(=O)COC(=O)c2ccc(NC(=O)CC#N)cc2)cc1C	?	i	-3%
COc1cc(/C=N/N=C/c2c[nH]c(=O)c(C#N)c2Nc2ccccc2)ccc1O	-12%	7%	-4%
C=C1CN(CC(=O)OC)S(=O)(=O)c2ccccc21	-9%	-2%	-8%
O=C(O)CCc1cc(I)c(Oc2ccc(O)c(I)c2)c(I)c1	-12%	-15%	-3%
Cc1ccc2c(c1)COc1c3ccc(C(=O)N[C@@H](CO)C(C)C)cc3nn1-2	-3%	i	4%
ClCC1=Nc2cccc3cccc(c23)N1	?	i	-20%
COc1ccc(-c2ccc(OC)c([C@H]3[C@H]4C=CC[C@@H](C)[C@@H]4C(=O)N3Cc3ccccc3)c2)cc1	-6%	?	?
COc1ccc(C(CC(=O)N2CCN(c3ccccc3)CC2)c2c(OC)cc(OC)c3c(-c4ccccc4)cc(=O)oc23)cc1 (stereo not drawn)	-10%	?	?
Cc1cc(C(=O)NN=C2CCCCCC2)c(C)o1	-9%	6%	14%
COC(=O)c1ccc2c(=O)n(CC3CCCO3)c(SCC(=O)Nc3ccc(OC)cc3OC)nc2c1 (stereo not drawn)	2%	i	0%
CC(=O)Nc1sc2c(c1CN1CCCC1)CCCC2	-3%	i	-5%
CCN1CCN(c2ncnc3c2cnn3-c2ccc(C)cc2C)CC1	-3%	-2%	-14%
Cn1c(C(=O)O)cc2c(=O)n3ccccc3nc21	-4%	i	?
NC(=O)[C@H]1CC2(CC(c3cccc(NC(=O)CC(c4ccccc4)c4ccccc4)c3)=NO2)CN1C(=O)C(c1ccccc1)c1ccccc1 (stereo partly drawn)	-16%	?	-19%
Nc1ccc(/C=C/c2ccc3ncccc3c2)cc1	6.3µM*	i	-4%
Oc1ccccc1-n1c(-c2ccccc2)ccc1-c1ccccc1	-15%	?	?
CCN(CC)C(=O)CSc1nnc(-c2ccccn2)n1Cc1ccccc1	-7%	-4%	2%
CCn1cc(SCC(=O)NCC2CCCO2)c2ccccc21 (stereo not drawn)	-11%	-1%	-20%
Nc1cc(=O)[nH]c(SCC(=O)N2N=C(c3ccc4ccccc4c3)CC2c2ccccc2)n1 (stereo not drawn)	-11%	i	?
Cc1nc(-c2ccc(Cl)cc2)sc1C1(C)CC(c2ccc(OC(F)(F)F)cc2)=NO1 (stereo not drawn)	15%	-6%	-11%
CC1CCCCC1NC(=O)CSc1ccc([N+](=O)[O-])cc1 (stereo not drawn)	-11%	-1%	-2%
O=C(NCCCN1CCCC1=O)c1cc2c(s1)CCCCC2	-5%	i	1%
Cc1cc2cc(C(=O)N3CCc4c([nH]c5ccccc45)C3c3ccccn3)ccc2o1 (stereo not drawn)	-25%	-15%	?
COc1cccc(-c2nnc(NC(=O)c3cccc(F)c3)o2)c1	-18%	i	?
COc1cc(NC(=O)c2cncc(-c3ccc(C#N)cc3)c2)cc(C(=O)Nc2cccc(C(F)(F)F)c2)c1	16%	i	?
O=C(NCc1ccccc1C(F)(F)F)C1CC(c2ccc(C(F)(F)F)cc2)=NO1 (stereo not drawn)	-7%	i	9%
CC1(c2nnc(-c3ccc(F)cc3)o2)CC(c2c(Cl)cccc2Cl)=NO1 (stereo not drawn)	3%	-14%	4%
Cc1cccc2cc(/C=N/NC(=O)[C@H]3C[C@@H]3c3ccccc3)c(Cl)nc12	-16%	-4%	14%
CCN(C(=O)COC(=O)c1c(C)c(-c2ccccc2)nc2ccccc12)C1CCS(=O)(=O)C1 (stereo not drawn)	2%	-5%	-9%

(continued)
SMILES	Tau fibril ThT	RECQ1 inh	JMJD2E inh
O=C(CC(c1ccccc1)c1ccccc1)Nc1ccncc1	12%	11%	1%
CCCCn1c(=O)[nH]c(=O)c2c1nc(-c1ccc(OCCC)c(OCC)c1)n2C	-3%	i	?
CCC(=O)Nc1cccc(C2=NOC3(C2)C[C@H](C(N)=O)N(C(=O)Cc2ccc([N+](=O)[O-])cc2)C3)c1 (stereo partly drawn)	0%	-6%	11%
CC(C)C(=O)N1CCC2(CC1)Oc1ccc(Cl)cc1C(=O)C21CC(c2cccnc2)=NO1 (stereo not drawn)	-14%	-3%	-9%
Cc1cccc(-n2ncc3c(NCc4cccnc4)ncnc32)c1	0%	i	?
O=C(CC1C=Cc2ccccc2N1C(=O)c1ccccc1)c1ccccc1 (stereo not drawn)	3%	i	-15%
O=C(O)c1ccc(N/N=C/c2ccc(OC(=O)c3cccc(Cl)c3)cc2)cc1	13µM*	-13%	?
COC(=O)Nc1nc2ccc(C(=O)c3ccc(F)cc3)cc2[nH]1	1%	i	9%
COC(=O)c1nc(N)sc1-c1ccc(Cl)c(Cl)c1	-9%	-2%	?
CC1C2Cn3c(nc4ccccc43)C1N(C(C)C)O2 (stereo not drawn)	12%	i	4%

Copied from the listing, 14 compounds:
SMILES	Tau fibril ThT	RECQ1 inh	JMJD2E inh
Cc1cc2cc(C(=O)N3CCc4c([nH]c5ccccc45)C3c3ccccn3)ccc2o1 (stereo not drawn)	-25%	-15%	?
COc1cccc(-c2nnc(NC(=O)c3cccc(F)c3)o2)c1	-18%	i	?
COc1cc(NC(=O)c2cncc(-c3ccc(C#N)cc3)c2)cc(C(=O)Nc2cccc(C(F)(F)F)c2)c1	16%	i	?
O=C(NCc1ccccc1C(F)(F)F)C1CC(c2ccc(C(F)(F)F)cc2)=NO1 (stereo not drawn)	-7%	i	9%
CC1(c2nnc(-c3ccc(F)cc3)o2)CC(c2c(Cl)cccc2Cl)=NO1 (stereo not drawn)	3%	-14%	4%
Cc1cccc2cc(/C=N/NC(=O)[C@H]3C[C@@H]3c3ccccc3)c(Cl)nc12	-16%	-4%	14%
CCN(C(=O)COC(=O)c1c(C)c(-c2ccccc2)nc2ccccc12)C1CCS(=O)(=O)C1 (stereo not drawn)	2%	-5%	-9%
O=C(CC(c1ccccc1)c1ccccc1)Nc1ccncc1	12%	11%	1%
CCCCn1c(=O)[nH]c(=O)c2c1nc(-c1ccc(OCCC)c(OCC)c1)n2C	-3%	i	?
CCC(=O)Nc1cccc(C2=NOC3(C2)C[C@H](C(N)=O)N(C(=O)Cc2ccc([N+](=O)[O-])cc2)C3)c1 (stereo partly drawn)	0%	-6%	11%
CC(C)C(=O)N1CCC2(CC1)Oc1ccc(Cl)cc1C(=O)C21CC(c2cccnc2)=NO1 (stereo not drawn)	-14%	-3%	-9%
Cc1cccc(-n2ncc3c(NCc4cccnc4)ncnc32)c1	0%	i	?
O=C(CC1C=Cc2ccccc2N1C(=O)c1ccccc1)c1ccccc1 (stereo not drawn)	3%	i	-15%
O=C(O)c1ccc(N/N=C/c2ccc(OC(=O)c3cccc(Cl)c3)cc2)cc1	13µM*	-13%	?

New compounds follow:
SMILES	Tau fibril ThT	RECQ1 inh	JMJD2E inh
COC(=O)c1cc(O)cc(OC)c1Oc1cc(C)cc(O)c1C(=O)O	?	22µM*	?
CC(C)n1cnc2c(Nc3cccc(Cl)c3)nc(NCCCO)nc21	-7%	10%	?
O=C(O)CNC(=O)/C(=C\c1cccc([N+](=O)[O-])c1)NC(=O)c1ccco1	-6%	i	-24%
COC(C[C@@H](O)[C@@H](C)[C@H](O)COCc1ccccc1)OC	12%	i	10%
O=C(O)c1cccc(N2C(=O)c3ccc4c5c(ccc(c35)C2=O)C(=O)N(c2cccc(C(=O)O)c2)C4=O)c1	-7%	i	-19%
Cc1ccccc1N/N=C/c1sc(=O)n(Cc2cccc(C(=O)O)c2)c1Cl	28µM*	?	?
c1ccc2c(c1)nc1n2CC2CON(C3CCCCC3)C12 (stereo not drawn)	3%	i	4%
COC(=O)c1ccc2c(c1)NC(=O)C(N(CC(C)C)CC(C)C)S2 (stereo not drawn)	5%	i	-10%
Oc1ccc(N=Nc2ccc3c(c2)OCO3)c2ccccc12	0.89µM*	13%	19%
O=C(NCCCn1ccnc1)C1CC(c2ccccc2Cl)=NO1 (stereo not drawn)	-4%	i	3%
COc1cccc(NC(=O)Nc2nnc(CC(=O)Nc3ccccc3)s2)c1	-3%	18%	-29%
COc1ccc(NC(=O)CC(C)=O)c(OC)c1	1%	-2%	-4%
Cc1ccc(-n2c(SCC(=O)N3CCOCC3)nnc2-c2ccncc2)cc1C	2%	8%	-3%
CN(C)CCNC(=O)c1c(CSc2ccccc2)noc1C(=O)NCc1ccccc1	-1%	i	2%
COC1=CC(=O)CC(C)C12Oc1cc(OC)cc(OC)c1C2=O (stereo not drawn)	-11%	-1%	?
Cc1ccc(-c2csc3nc(-c4ccncc4)[nH]c(=O)c23)cc1	-13%	i	?
COC(=O)c1sc(N2C(=O)C(=O)/C(=C(/O)c3ccc(C)cc3)C2c2ccco2)nc1C (stereo not drawn)	?	i	-12%
Cc1cc(-c2cc(-c3ccccc3)on2)nc(NCC2CC2)n1	6%	-9%	?
CC[C@@H](C)[C@H](NC(=O)OCc1ccccc1)c1nnc([C@@H](NC(=O)OCc2ccccc2)[C@@H](C)CC)o1	-5%	-6%	-3%
C=C(C)C(=O)N1CC2(CC(c3cccc(NC(=O)CCCCC)c3)=NO2)C[C@H]1C(N)=O (stereo partly drawn)	5%	i	0%
O=c1[nH]c2ccc([N+](=O)[O-])cc2nc1/C=C(\O)c1ccccc1	?	i	-7%
COC(=O)C(C)N1CCC(=O)c2ccccc2S1(=O)=O (stereo not drawn)	-3%	i	3%
CCOC(=O)N1CCN(C(=O)c2ccc(Cl)nc2)CC1	4%	i	-6%
CCOC(=O)N1CCN(C(=S)NC(=O)C2CCCC2)CC1	-1%	-2%	0%
Cn1nnc2c(C(N)=O)ncn2c1=O	-7%	-6%&-8%	-30%
CC(C)c1nnc(NC(=O)c2cc3cc(Br)ccc3oc2=O)s1	?	-5%	-9%
CCCNC(=O)c1onc(CSc2cccc(OC)c2)c1C(=O)NCCC	-1%	i	-6%
Cc1ccc(N2CCN(CC(O)COc3cccc(C)c3)CC2)cc1 (stereo not drawn)	?	13%	9%

Sorted by SMILES length (descending): part of the list above.
SMILES	Tau fibril ThT	RECQ1 inh	JMJD2E inh
O=C(NCc1ccccc1C(F)(F)F)C1CC(c2ccc(C(F)(F)F)cc2)=NO1 (stereo not drawn)	-7%	i	9%
COc1cccc(NC(=O)Nc2nnc(CC(=O)Nc3ccccc3)s2)c1	-3%	18%	-29%
Nc1ccc(/C=C/c2ccc3ncccc3c2)cc1	6.3µM*	i	-4%

Only part of the results is shown (hit frequency here may not be typical).
